Assay outcomes from PubChem.
GAA glycogen mod – alters human alpha-glucosidase cleavage of glycogen; P10253; recombinant GAA, glycogen substrate, Amplex Red glucose oxidase fluorescence; Potency, µM (doses to about 76.4 µM), inactives show at the highest dose activity change, negative = inhibition, most hits filed as inhibitors; 0.38% of 300,000 active; AID 2100;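 also: potency is read from the fitted curve at half-maximal effect; 0% = full enzyme reaction and -100% = no-enzyme basal signal; the screen sought inhibitors and activators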
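Recombinant human enzyme (4 nM); glycogen substrate; 37 C, 40 min, pH 5.0. Readout: coupled glucose oxidase/Amplex Red fluorescence.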
CBFb RUNX1 block – blocks binding between human CBF-beta and RUNX1; Q01196+Q13951; AID 1477; AlphaScreen CBFb-His/RUNX1-biotin binding, biochemical; Potency, µM (top dose mostly 59.8 µM), without a hit: top-dose activity, negative = inhibition, actives largely listed as inhibitors; 230,000 tested, under 10 active; also: % of control where 0% means no effect
Target sequence (Q01196 whole entry, looked up): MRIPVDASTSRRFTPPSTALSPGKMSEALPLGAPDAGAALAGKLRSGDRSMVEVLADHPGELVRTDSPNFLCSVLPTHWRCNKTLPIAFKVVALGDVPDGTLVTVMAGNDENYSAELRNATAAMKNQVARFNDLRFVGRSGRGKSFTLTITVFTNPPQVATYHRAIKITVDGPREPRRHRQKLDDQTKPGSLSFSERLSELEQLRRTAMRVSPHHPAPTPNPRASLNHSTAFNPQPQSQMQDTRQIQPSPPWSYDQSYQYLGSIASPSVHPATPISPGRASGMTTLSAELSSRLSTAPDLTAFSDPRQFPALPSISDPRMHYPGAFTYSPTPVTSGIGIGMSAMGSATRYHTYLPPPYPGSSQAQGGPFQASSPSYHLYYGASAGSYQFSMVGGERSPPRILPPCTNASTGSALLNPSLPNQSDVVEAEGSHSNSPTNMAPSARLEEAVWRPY
Target sequence (Q13951 whole entry, looked up): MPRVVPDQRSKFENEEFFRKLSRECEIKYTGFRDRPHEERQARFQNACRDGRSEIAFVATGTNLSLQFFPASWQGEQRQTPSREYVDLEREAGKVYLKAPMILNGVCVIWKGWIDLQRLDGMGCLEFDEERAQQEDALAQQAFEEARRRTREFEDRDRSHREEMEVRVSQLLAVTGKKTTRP
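Bead-based AlphaScreen assay; binding partners His-tagged CBF-beta and biotinylated RUNX1 at 30 nM each. Compound exposure 15 min after a 20-min protein preincubation; bead step 90 min; all steps at room temperature.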
LMNA splice mod – modulators of lamin A splicing. 0.01% of 200,000 active. Potency, µM (highest dose often 46.1 µM), for the others: at the highest dose ratio change, negative = inhibition, hits mostly inhibitors. HeLa LMNA splicing GFP/RFP minigene ratio, 48 h; active = well fitted inhibition curve with a large enough effect in the signal ratio, with a control signal flat, not every such curve was filed as active; inconclusive = small, poorly fitted or top-dose-only effect, or effect the other way, or a change in a side signal; the % refers to the signal ratio; also: potency is read from the fitted curve at half-maximal effect; % is scaled to controls: 0 for no effect and ±100 for the full control effect
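Read-out is the ratio of GFP to DsRed2 object intensity, acquired by 488 nm laser-scanning cytometry on HeLa lamin A-EGFP minigene reporter cells. Compound incubation 48 hrs at 37 °C in Opti-MEM with 2% FBS; DMSO 0.5% final.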
HTT cytoprotect – cytoprotection in Huntington HTT-Q103 PC12 cell model; PC12 HTT-Q103 induced, cytoprotection, ATP luminescence, 40 h; Potency, µM (top dose mostly 56.4 µM), inactives show cytoprotection (ATP increase), hits mostly activators; 0.14% of 230,000 active;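 also: potency is read from the fitted curve at half-maximal effect; % of control where 0% means no effect; nearly all actives have a fitted effect of over 45% in size; toxic huntingtin expression switched on by the ecdysone agonist tebufenozide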
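Stable PC12 Q103-GFP cells in serum-supplemented, phenol red-free DMEM; induction by tebufenozide at 100 nM final; compound dose series; cell viability quantified luminescently from ATP.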
GAA inhib – alpha-glucosidase (human) inhibition; AID 1466; Potency, µM (highest dose often 76.9 µM), for inactives: top-dose activity change, negative = inhibition, usual class: inhibitors; 0.005% of 200,000 active; P10253; purified human GAA, 4-MU-alpha-glucoside fluorescence;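 also: potency is read from the fitted curve at half-maximal effect; plate controls were uninhibited enzyme wells for no effect and no-enzyme background for full effect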
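Endpoint fluorogenic read: 20 min room-temperature reaction of 4 nM human alpha-glucosidase with 400 uM 4-methylumbelliferyl-alpha-D-pyranoside, pH 5.0, quenched with 1M NaOH/1M glycine pH 10. AC50 from Hill modeling.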
HttQ103 aggreg – inhibitors of mutant huntingtin aggregate formation in PC12 cells | PC12 HttQ103-GFP aggregates, Acumen cytometry, 40 h | Potency, µM (titrated, usually from 46.1 µM), without a hit: at the top dose activity change, negative = inhibition, usual class: inhibitors | 1.1% of 220,000 active; also: potency is read from the fitted curve at half-maximal effect; % is scaled to controls: 0 for no effect and ±100 for the full control effect; nearly all actives have a fitted effect of over 60% in size
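Multiplexed with ATP-based cell death, this channel scores GFP aggregates in PC12 cells expressing inducible HTTex1-Q103-GFP. Induction used 100 nM tebufenozide; compounds were tested in concentration series.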
GAA spleen mod – inhibits or activates alpha-glucosidase in human spleen homogenate; P10253; human spleen homogenate, 4-MU-alpha-glucoside fluorescence; Potency, µM (titrated, usually from 79.9 µM), for the others: at the highest dose activity change, negative = inhibition, hits mostly inhibitors; 0.006% of 240,000 active;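 also: potency is read from the fitted curve at half-maximal effect; 0% = enzyme with vehicle and -100% = no enzyme basal signal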
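Human spleen homogenate (1 ug) incubated with compounds and 1 mM 4-methylumbelliferyl-alpha-D-glucopyranoside in pH 5.0 citrate/phosphate buffer, 37 C, 40 min. Stopped at pH 10; 4-MU fluorescence (Ex 365/Em 440 nm); AC50 by Hill fit.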
Starred values were filed as active, the others as inactive; ? = inconclusive; / = no result given; [ ] = another dose, or the depositor's remark. Unless noted, calls follow the shape of the dose curve; as a rule, active = well fitted curve in the direction sought with a large enough effect; inconclusive = small, poorly fitted or top-dose-only effect, or another doubt; inactive = no such curve, though single readings can be large; an effect the other way counts as inactive or inconclusive.

SMILES	GAA glycogen mod	CBFb RUNX1 block	LMNA splice mod	HTT cytoprotect	GAA inhib	HttQ103 aggreg	GAA spleen mod
CC1=CC(C)(C)N(C(=O)C(C)N2C(=O)c3ccccc3C2=O)c2ccc(C)cc21 (stereo not drawn)	2%	0%	3%	-6%	1%	-6%	-25%
O=c1[nH]c(NCCCO)nc2c1C1(CCCC1)Cc1ccccc1-2	-7%	3%	3%	3%	?	?	4%
O=c1cc(C(F)(F)F)[nH]c2ccc(C(F)(F)F)cc12	10%	2%	/	-11%[10 µM]	/	-1%[9.22 µM]	-1%
Cc1cc(C(=O)NNc2c(Cl)cccc2Cl)no1	?	5%	/	0%[10 µM]	/	-4%[9.22 µM]	-12%
O=C(O)c1ccc2c(c1)C(=O)/C(=C/c1ccccc1)C2=O	-3%	-30%	-9%	-11%[10 µM]	-4%	-15%	0%
Cn1c(=O)cc(OCC(=O)NCc2ccccn2)c2ccccc21	-1%	1%	0%	5%	3%	4%	-2%
CC(C)C(=O)NC(=O)C1CCCN1C(=O)/C=C/c1ccccc1 (stereo not drawn)	/	11%[13.1 µM]	/	4%[10 µM]	/	/	-1%[17.4 µM]
COc1ccc(C2C(C#N)=C(N)OC3=C2C(=O)CCC3)cc1OC (stereo not drawn)	5%	3%	3%[46 µM]	/	1%	/	-5%
C/C(=N\N1CCN(c2ccc(Cl)cc2)CC1)c1cccc([N+](=O)[O-])c1	?	1%	?	-13%	-1%	9%	-2%
CCC(c1nnnn1CS(=O)(=O)c1ccc(C)cc1)N1CCN(c2nc3ccccc3s2)CC1 (stereo not drawn)	-4%	-6%	?	7%[10 µM]	-7%	-14%	-2%
COc1ccc(/C=N/NC(=O)Cc2csc(Nc3cccc(C(F)(F)F)c3)n2)c(OC)c1	-9%	-2%	1%	-8%	0%	23%	6%
CC(=O)OC(C(=O)NCc1ccc(F)cc1)c1ccccn1 (stereo not drawn)	10%	1%	3%	9%	-8%	-10%	-4%
O=[N+]([O-])c1ccc(O)c(C=Nc2ccc3c(c2)OCO3)c1	?	-8%	/	-9%[10 µM]	-2%[15.4 µM]	-11%[9.22 µM]	4%
Cc1cc(=O)[nH]c(-n2[nH]c3c(c2=O)CCCC3)n1	-1%	0%	?	4%	8%	6%	1%
COc1cc2ccccc2cc1C(=O)Nc1ccc(Cc2ccncc2)cc1	1%	-12%	?	-77%[inhibitor]	-3%	10µM*	-7%
Cc1ccc(NC(=O)CN2C(=O)COc3ccc(C)cc32)nc1	6%	-3%	10%	-8%[10 µM]	0%	-9%	-8%
COC(=O)CC1Oc2cc3oc4c(c3cc2O1)C(=O)CC(C)(C)C4 (stereo not drawn)	/	10%	/	-45%[inhibitor]	/	/	3%
CC(c1ccccc1)N1CCC(CNC(=S)Nc2cccc(Cl)c2)C1 (stereo not drawn)	6%	-3%	/	-38%[inhibitor]	-8%	1%	-28%
CC(C)(C)n1ncc2c(=O)n(CC(=O)N3CCCCCC3)cnc21	2%	3%	?	-5%	0%	8%	-7%
Cc1nc2c(ncn2-c2ccccc2)c(=O)n1NC(=O)CN1CCN(C)CC1	12%	6%	/	12%[10 µM]	/	28%[9.22 µM]	2%
Cc1ccc2cccnc2c1N	-20%	7%	?	-1%	-6%	0%	/
CC1=CCC(C(=O)N/N=C/c2cccs2)C(c2ccc(F)cc2)C1 (stereo not drawn)	-2%	-11%	?	-5%	-10%	?	0%
NS(=O)(=O)c1ccc(Nc2ccccc2)c([N+](=O)[O-])c1	6%	-8%	/	21%[10 µM]	5%	12%[9.22 µM]	-2%
COc1ccc(-c2nc3c(n2O)CCCC3=O)cc1OC	0%	0%	-3%	-8%[0.074 µM]	3%	9%	1%
Cn1c(=O)oc2cc(S(=O)(=O)N3CCCC(C(=O)NCc4ccc5c(c4)OCO5)C3)ccc21 (stereo not drawn)	11%	0%	3%	-21%	-3%	-3%	-1%

Just GAA inhib and LMNA splice mod (2 entries from above):
SMILES	GAA inhib	LMNA splice mod
O=[N+]([O-])c1ccc(O)c(C=Nc2ccc3c(c2)OCO3)c1	-2%[15.4 µM]	/
CCC(c1nnnn1CS(=O)(=O)c1ccc(C)cc1)N1CCN(c2nc3ccccc3s2)CC1 (stereo not drawn)	-7%	?

The list goes on:
SMILES	GAA glycogen mod	CBFb RUNX1 block	LMNA splice mod	HTT cytoprotect	GAA inhib	HttQ103 aggreg	GAA spleen mod
O=C(NCc1cccnc1)C(=O)NCC1OCCN1S(=O)(=O)c1cc(F)ccc1F (stereo not drawn)	3%	15%	/	1%[10 µM]	/	-24%[9.22 µM]	2%
O=C(NCc1ccc(F)cc1)C1CCN(S(=O)(=O)N2CCOCC2)CC1	2%	3%	14%[46 µM]	-1%	-4%	-8%	13%
CCN(CC)C(=O)COn1c(SCC(=O)N(CC)CC)nc2ccccc2c1=O	0%	1%	-3%	7%	0%	-12%	-4%
CC(=O)C1(C)N(O)C(C)(C)C(c2cccs2)=[N+]1[O-] (stereo not drawn)	1%	3%	-18%[46 µM]	-55%[inhibitor][10 µM]	6%	20%[9.22 µM]	-5%
CCN(c1ccccc1)S(=O)(=O)c1ccc(OC)c(NC(=O)Cn2cnc3c2c(=O)n(C)c(=O)n3C)c1	3%	20%	/	-50%[inhibitor]	?	-16%	/
CCc1ccc2oc(-c3cccc(N)c3)nc2c1	-12%	1%	23%	-73%[inhibitor]	0%	-9%	1%
Cc1ccc(SCC2=NN(c3nc(C)cc(C)n3)C(=O)C2)cc1	2%	7%	-16%[46 µM]	7%	-4%	9%	-4%
COc1ccccc1NC(=O)c1cc(S(=O)(=O)NCc2ccccc2)ccc1F	5%	20%	-1%[46 µM]	-47%[inhibitor]	-9%	-11%	-8%
Nc1c(S(=O)(=O)O)cc(Nc2ccc(Nc3nc(Cl)nc(Nc4ccc(S(=O)(=O)O)cc4)n3)c(S(=O)(=O)O)c2)c2c1C(=O)c1ccccc1C2=O	/	/	?	-14%[1.9 µM]	/	/	7%
Cc1c(Cl)cccc1NC(=O)c1ccc(OCC(=O)NCc2ccccc2)cc1	13%	-2%	-7%	3%[10 µM]	0%	1%	1%
COc1ccccc1-n1cnc2cc(NCc3cccs3)ccc21	-20%	-16%	?	-87%[inhibitor]	-8%	-10%	2%
COn1c(C)c(C(C)=O)c2c3nonc3ccc21	1%	6%	20%	6%	-5%	35µM*	2%
Cc1cc(NC(=O)OC(C)C)ccc1-c1ccc(NC(=O)OC(C)C)cc1C	16%	2%	/	14%[10 µM]	/	17%[9.22 µM]	-1%
Cc1[nH]c2ccccc2c1/C=N/NC(=O)Cc1cccs1	0%	2%	2%	/	-2%	7%	-1%
Cc1sc2ncnc(OCC(=O)Nc3ccc4c(c3)OCCO4)c2c1C	1%	3%	2%	-7%	?	-1%	-4%
COc1ccc(N(C(=O)CCl)C(C(=O)NC2CCCCC2)c2cccnc2)cc1 (stereo not drawn)	8%	5%	?	-72%[inhibitor][10 µM]	0%	22µM*	-7%
Cc1cccc(CSc2nc3sc(C)c(C)c3c(=O)n2Cc2ccco2)c1	-1%	4%	?	-13%	-8%	-27%	-2%
CCOC(=O)C1CCCN(C(=O)N2CCOCC2)C1 (stereo not drawn)	5%	6%	1%	22%	3%	3%	-1%
Cc1cc(NC(=O)CCC2CCCC2)no1	1%	0%	1%	6%	-8%	-7%	8%
O=C(CN1CCN(C(c2ccccc2)c2ccccc2)CC1)N1CCOCC1	-14%	3%	2%	4%[10 µM]	-1%	-6%[9.22 µM]	0%
O=C(O)CS(=O)(=O)c1ccc(C(F)(F)F)cn1	-18%	10%	15%[46 µM]	-24%	1%	-3%	/
O=C(c1ccc2c(c1)OCO2)C1CCCN(C(=O)c2cnn(Cc3ccccc3)c2)C1 (stereo not drawn)	12%	-6%	?	-17%[10 µM]	1%	5%[9.22 µM]	-5%
COc1cc2c(cc1OC)C(/C=C/c1ccc(OC)c(OC)c1OC)=NCC2	/	3%	/	-185%[inhibitor]	/	/	2%
CN(C)CCCNC(=O)c1ccccc1Oc1ccccc1	6%	7%	/	6%[10 µM]	/	-25%[9.22 µM]	1%

Of the compounds above, these have fluorine.
SMILES	GAA glycogen mod	CBFb RUNX1 block	LMNA splice mod	HTT cytoprotect	GAA inhib	HttQ103 aggreg	GAA spleen mod
O=c1cc(C(F)(F)F)[nH]c2ccc(C(F)(F)F)cc12	10%	2%	/	-11%[10 µM]	/	-1%[9.22 µM]	-1%
COc1ccc(/C=N/NC(=O)Cc2csc(Nc3cccc(C(F)(F)F)c3)n2)c(OC)c1	-9%	-2%	1%	-8%	0%	23%	6%
CC(=O)OC(C(=O)NCc1ccc(F)cc1)c1ccccn1 (stereo not drawn)	10%	1%	3%	9%	-8%	-10%	-4%
CC1=CCC(C(=O)N/N=C/c2cccs2)C(c2ccc(F)cc2)C1 (stereo not drawn)	-2%	-11%	?	-5%	-10%	?	0%
O=C(NCc1cccnc1)C(=O)NCC1OCCN1S(=O)(=O)c1cc(F)ccc1F (stereo not drawn)	3%	15%	/	1%[10 µM]	/	-24%[9.22 µM]	2%
O=C(NCc1ccc(F)cc1)C1CCN(S(=O)(=O)N2CCOCC2)CC1	2%	3%	14%[46 µM]	-1%	-4%	-8%	13%
COc1ccccc1NC(=O)c1cc(S(=O)(=O)NCc2ccccc2)ccc1F	5%	20%	-1%[46 µM]	-47%[inhibitor]	-9%	-11%	-8%
O=C(O)CS(=O)(=O)c1ccc(C(F)(F)F)cn1	-18%	10%	15%[46 µM]	-24%	1%	-3%	/
